NOD1 NF-kB reporter: NOD1 signaling inhibitors, primary screen, cell-based, luminescence, uHTS (AID 1578). NOD1-driven NF-kB luciferase reporter cells, luminescence; higher % means a stronger effect. inhibition, % at 4 µM, or EC50 in µM where a hit was titrated. 290,000 compounds, 1% hits; in the data active means inhibition mostly above about 36%, no sharp cut-off; inactive means mostly below about 34%;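 further: HEK-293T reporter cells stimulated with the NOD1 agonist gamma-tri-DAP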
West Nile virus CPE: West Nile virus antiviral activity, cell-based, CPE readout (AID 1621); West Nile virus-infected cells, CPE inhibition; higher % means a stronger effect; one-dose CPE inhibition, % at 10 µM; IC50 in µM for titrated hits; 290,000 compounds, 0.02% hits; in the data active means a potency from the dose series; further: strong numbers were not always called active
NOD2 inhibition: NOD2 signaling inhibitors, cell-based, luminescence, uHTS, HEK293 (AID 1566); HEK293 NOD2/NF-kB luciferase reporter, luminescence; higher % means a stronger effect; one-dose inhibition, % at 4 µM; EC50 in µM for titrated hits; 290,000 compounds, 0.63% hits; further: many of its hits are not listed in these tables
KOR beta-arrestin-1: KOR agonists, beta-arrestin recruitment, primary screen, cell-based, luminescence, uHTS (AID 1777). Kappa-type opioid receptor (Homo sapiens). KOR beta-arrestin recruitment, luminescence; higher % means a stronger effect. 280,000 compounds, 0.02% hits. activation, % at 10 µM; hits with a dose series show EC50 in µM; in the data active means activation above about 50%, passing the limit was not always enough; further: a part of the inactive calls stands beside numbers as strong as those of hits
Yfh1-depleted yeast: enhancers of respiration in Yfh1-depleted yeast, dose response, Friedreich's ataxia, plus single-dose screen (AID 1465) | S. cerevisiae Yfh1-off respiration, WST-1 reduction, 72 h; higher fold induction means a stronger effect | 220,000 compounds, 0.074% hits | one-dose fold induction at 50 µM; EC50 in µM for titrated hits;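 active means fold induction of absorbance versus untreated yeast above a set limit, then at least 30% activation at any dose in follow-up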;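 further: activators that raise dye reduction in frataxin-depleted yeast; strong numbers were not always called active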
HIV peptide binding: inhibitors of HIV fusion peptide binding, primary screen, biochemical, uHTS, fluorescence dequenching (AID 1986). 290,000 compounds, 0.3% hits. cell-free peptide binding, fluorescence dequenching, 30 min; higher % means a stronger effect. inhibition, % at 20 µM, or IC50 in µM where a hit was titrated; in the data active means inhibition mostly above about 52%, no sharp cut-off; inactive means mostly below about 76%; further: some results filed as inactive read as strong as hits
AID2073: inhibitors of Mint1-CaV2.2 protein interaction, biochemical, HTRF (AID 2073); Voltage-dependent N-type calcium channel subunit alpha-1B (Homo sapiens); HTRF protein-protein interaction, Mint1-CaV2.2; higher % means a stronger effect; inhibition, % at 20 µM; hits with a dose series show IC50 in µM; 290,000 compounds, 0.19% hits; in the data active means inhibition mostly above about 51%, no sharp cut-off; further: some results filed as inactive read as strong as hits
Dengue-2 NS5 capping: Dengue-2 NS5 methyltransferase inhibitors, primary screen, biochemical, confirmation dose response (AID 588689) | Dengue-2 NS5 methyltransferase capping enzyme assay, biochemical; higher % means a stronger effect | one-dose inhibition, % at 25 µM; IC50 in µM for titrated hits | Genome polyprotein (Dengue virus type 2 (strain 16681-PDK53)) | 340,000 compounds, 0.3% hits; in the data active means a potency from the dose series
KOR beta-arrestin-2: KOR antagonists, beta-arrestin recruitment, cell-based, luminescence, uHTS (AID 1778); KOR beta-arrestin recruitment, luminescence, antagonist mode; higher % means a stronger effect; inhibition, % at 10 µM, or IC50 in µM where a hit was titrated; 290,000 compounds, 0.091% hits; further: strong numbers were not always called active
Dengue-2 NS5 capping pilot replicate: further read-out of Dengue-2 NS5 capping, marked with its call; inhibition, %; measured here: pilot screen replicate inhibition
* marks the source's active call; other numbers are inactive results; [ ] = remark or other dose. Unless noted, no stated cut-off is given here; in the data, active means inhibition above about 50%; inactive means the rest.

`Cc1ccc(C)c(S(=O)(=O)ON2C(=O)c3ccccc3C2=O)c1` gave NOD1 NF-kB reporter -3%, West Nile virus CPE 0.2%, NOD2 inhibition 2%, KOR beta-arrestin-1 -2.1%, Yfh1-depleted yeast inactive, HIV peptide binding 2.8%, AID2073 17%, Dengue-2 NS5 capping >100µM* and KOR beta-arrestin-2 -4%.
Screening O=C1CSC(c2ccccc2)N1Cc1ccccc1 (configuration not stated) returned NOD1 NF-kB reporter -22%, West Nile virus CPE -0.1%, NOD2 inhibition 16%, KOR beta-arrestin-1 1.9%, HIV peptide binding -0.4%, AID2073 7%, Dengue-2 NS5 capping -4% and KOR beta-arrestin-2 14%.
[O-]/[N+](=C\c1ccc(OC(F)F)cc1)c1ccccc1 was read as NOD1 NF-kB reporter -41%, West Nile virus CPE -0.7%, NOD2 inhibition -25%, KOR beta-arrestin-1 0.2%, Yfh1-depleted yeast inactive, HIV peptide binding 4.2%, AID2073 -14%, Dengue-2 NS5 capping -6% and KOR beta-arrestin-2 -2%.
`COc1cc2c(cc1NC(=O)CSc1nc3cc(Cl)ccc3s1)oc1ccccc12` gave NOD1 NF-kB reporter -26%, West Nile virus CPE 0.1%, NOD2 inhibition -15%, KOR beta-arrestin-1 1.1%, Yfh1-depleted yeast inactive, HIV peptide binding 2.0%, AID2073 10%, Dengue-2 NS5 capping 0% and KOR beta-arrestin-2 -13%.
`CCNC(=O)OCC12CC3CC(CC(C3)C1)C2` gave NOD1 NF-kB reporter -13%, West Nile virus CPE 0.0%, NOD2 inhibition 11%, KOR beta-arrestin-1 -5.4%, Yfh1-depleted yeast inactive, HIV peptide binding -1.3%, AID2073 9%, Dengue-2 NS5 capping -8% and KOR beta-arrestin-2 -19%.
C=CCSc1nc2c(sc3nc(C)cc(C)c32)c(=O)[nH]1 was read as NOD1 NF-kB reporter -5%, West Nile virus CPE 0.5%, NOD2 inhibition 37%, KOR beta-arrestin-1 3.2%, Yfh1-depleted yeast inactive, HIV peptide binding 5.9%, AID2073 15%, Dengue-2 NS5 capping -5% and KOR beta-arrestin-2 -82%.
O=C(N/N=C/C=C\c1ccccc1[N+](=O)[O-])c1cccs1 was read as NOD1 NF-kB reporter -32%, West Nile virus CPE -0.2%, NOD2 inhibition -9%, KOR beta-arrestin-1 -0.9%, Yfh1-depleted yeast inactive, HIV peptide binding -3.7%, AID2073 4%, Dengue-2 NS5 capping 4% and KOR beta-arrestin-2 28%.
COc1cccc(/C(N)=N/OC(=O)Cc2ccccc2[N+](=O)[O-])c1 was read as NOD1 NF-kB reporter -2%, West Nile virus CPE -0.4%, NOD2 inhibition -39%, KOR beta-arrestin-1 -1.8%, Yfh1-depleted yeast inactive, HIV peptide binding -0.9%, AID2073 -3%, Dengue-2 NS5 capping 15% and KOR beta-arrestin-2 7%.
`CC(=O)c1ccc(N2CCN(Cc3nc4ccccc4[nH]3)CC2)cc1` gave NOD1 NF-kB reporter -18%, West Nile virus CPE -0.8%, NOD2 inhibition 9%, KOR beta-arrestin-1 -4.3%, HIV peptide binding -0.6%, AID2073 17%, Dengue-2 NS5 capping -6% and KOR beta-arrestin-2 0%.
Cc1ccc(NS(=O)(=O)c2ccc(C)c(NC(=O)COc3ccccc3)c2)c(C)c1 was read as NOD1 NF-kB reporter -9%, West Nile virus CPE -1.4%, NOD2 inhibition 14%, KOR beta-arrestin-1 0.9%, Yfh1-depleted yeast inactive, HIV peptide binding 1.8%, AID2073 2%, Dengue-2 NS5 capping -10% and KOR beta-arrestin-2 -12%.

Structures shown so far that contain a nitro group on carbon, in the order listed:
O=C(N/N=C/C=C\c1ccccc1[N+](=O)[O-])c1cccs1 was read as NOD1 NF-kB reporter -32%, West Nile virus CPE -0.2%, NOD2 inhibition -9%, KOR beta-arrestin-1 -0.9%, Yfh1-depleted yeast inactive, HIV peptide binding -3.7%, AID2073 4%, Dengue-2 NS5 capping 4% and KOR beta-arrestin-2 28%.
COc1cccc(/C(N)=N/OC(=O)Cc2ccccc2[N+](=O)[O-])c1 was read as NOD1 NF-kB reporter -2%, West Nile virus CPE -0.4%, NOD2 inhibition -39%, KOR beta-arrestin-1 -1.8%, Yfh1-depleted yeast inactive, HIV peptide binding -0.9%, AID2073 -3%, Dengue-2 NS5 capping 15% and KOR beta-arrestin-2 7%.

Returning to the listing, repeating the two entries before the break.
`CC(=O)c1ccc(N2CCN(Cc3nc4ccccc4[nH]3)CC2)cc1` gave NOD1 NF-kB reporter -18%, West Nile virus CPE -0.8%, NOD2 inhibition 9%, KOR beta-arrestin-1 -4.3%, HIV peptide binding -0.6%, AID2073 17%, Dengue-2 NS5 capping -6% and KOR beta-arrestin-2 0%.
Cc1ccc(NS(=O)(=O)c2ccc(C)c(NC(=O)COc3ccccc3)c2)c(C)c1 was read as NOD1 NF-kB reporter -9%, West Nile virus CPE -1.4%, NOD2 inhibition 14%, KOR beta-arrestin-1 0.9%, Yfh1-depleted yeast inactive, HIV peptide binding 1.8%, AID2073 2%, Dengue-2 NS5 capping -10% and KOR beta-arrestin-2 -12%.
`NC(N)=N/N=C/c1ccccc1OC(F)F` gave NOD1 NF-kB reporter -30%, West Nile virus CPE -0.3%, NOD2 inhibition 8%, KOR beta-arrestin-1 0.2%, Yfh1-depleted yeast inactive, HIV peptide binding 0.7%, AID2073 1%, Dengue-2 NS5 capping -3% and KOR beta-arrestin-2 -13%.
Screening Cc1ccc(C)c(N(C)C(=O)c2ccc3c(=O)n4c(nc3c2)CCCCC4)c1 returned NOD1 NF-kB reporter 4%, West Nile virus CPE -1.0%, NOD2 inhibition 17%, KOR beta-arrestin-1 -2.5%, HIV peptide binding 1.0%, AID2073 7%, Dengue-2 NS5 capping 5% and KOR beta-arrestin-2 -28%.
Screening O=C(N/N=C1\CCS(=O)(=O)c2ccc(F)cc21)c1ccc(O)cc1 returned NOD1 NF-kB reporter -2%, West Nile virus CPE 0.1%, NOD2 inhibition -4%, KOR beta-arrestin-1 3.3%, Yfh1-depleted yeast inactive, HIV peptide binding -0.5%, AID2073 18%, Dengue-2 NS5 capping -5% and KOR beta-arrestin-2 -26%.
For O=C(CSc1nnc(-c2ccccc2Cl)o1)Nc1ccc2c(c1)OCCO2 the results were NOD1 NF-kB reporter -26%, West Nile virus CPE 0.2%, NOD2 inhibition 12%, KOR beta-arrestin-1 -1.9%, Yfh1-depleted yeast inactive, HIV peptide binding -3.1%, AID2073 -12%, Dengue-2 NS5 capping 1%, KOR beta-arrestin-2 -16% and Dengue-2 NS5 capping pilot replicate -3.0.
O=C(NCCS(=O)(=O)c1ccc(Cl)cc1)c1ccc(F)cc1 was read as NOD1 NF-kB reporter -24%, West Nile virus CPE -0.8%, NOD2 inhibition 8%, KOR beta-arrestin-1 -0.3%, Yfh1-depleted yeast inactive, HIV peptide binding -0.7%, AID2073 6% and KOR beta-arrestin-2 5%.
O=C(NCCc1ccccc1)C(=O)c1c[nH]c2ccccc12 was read as NOD1 NF-kB reporter -28%, West Nile virus CPE -0.9%, NOD2 inhibition 2%, KOR beta-arrestin-1 -3.4%, HIV peptide binding -0.9%, AID2073 25% and KOR beta-arrestin-2 -25%[20 µM].
For O=C(NCCN1CCCCC1)Nc1ccc(Cl)cc1 the results were NOD1 NF-kB reporter -38%, West Nile virus CPE -0.3%, NOD2 inhibition 0%, KOR beta-arrestin-1 0.8%, HIV peptide binding -0.1%, AID2073 -3%, Dengue-2 NS5 capping -11% and KOR beta-arrestin-2 -36%[20 µM].
For O=S(=O)(c1ccc(S(=O)(=O)N(Cc2ccco2)Cc2ccccc2Cl)cc1)N1CCCC1 the results were NOD1 NF-kB reporter -39%, West Nile virus CPE -0.2%, NOD2 inhibition -8%, KOR beta-arrestin-1 30%, Yfh1-depleted yeast inactive, HIV peptide binding 1.4%, AID2073 -1%, Dengue-2 NS5 capping 4% and KOR beta-arrestin-2 -19%.
For C=CCNC(=S)N1CCOCC1 the results were NOD1 NF-kB reporter -27%, West Nile virus CPE 0.3%, NOD2 inhibition -24%, KOR beta-arrestin-1 -5.1%, Yfh1-depleted yeast inactive, HIV peptide binding 0.2%, AID2073 -9%, Dengue-2 NS5 capping 4% and KOR beta-arrestin-2 -53%[20 µM].
COC(C(=O)Nc1c(F)cccc1F)c1ccccc1 (configuration not stated) was read as NOD1 NF-kB reporter -22%, West Nile virus CPE 0.2%, NOD2 inhibition 26%, KOR beta-arrestin-1 2.9%, Yfh1-depleted yeast inactive, HIV peptide binding 0.7%, AID2073 2%, Dengue-2 NS5 capping -7% and KOR beta-arrestin-2 -22%[20 µM].
For COc1cccc(-c2cc(C(F)(F)F)n3ncc(C(=O)N4CCc5ccccc5C4)c3n2)c1 the results were NOD1 NF-kB reporter -1%, West Nile virus CPE 0.7%, NOD2 inhibition 17%, KOR beta-arrestin-1 -3.9%, Yfh1-depleted yeast inactive, HIV peptide binding 0.4%, AID2073 -6%, Dengue-2 NS5 capping -5% and KOR beta-arrestin-2 -40%[20 µM].
`O=C1CCCC2=C1C(c1ccco1)Nc1ccc(C(=O)c3ccccc3)cc1N2` (configuration not stated) gave NOD1 NF-kB reporter 2%, West Nile virus CPE 1.2%, NOD2 inhibition -35%, KOR beta-arrestin-1 4.4%, Yfh1-depleted yeast inactive, HIV peptide binding -0.9%, AID2073 65%, Dengue-2 NS5 capping 5% and KOR beta-arrestin-2 -21%.
For Cc1cccc(NC(=S)N(CCCN2CCOCC2)C(C)c2cc3ccccc3o2)c1C (configuration not stated) the results were NOD1 NF-kB reporter -12%, West Nile virus CPE -0.9%, NOD2 inhibition -14%, KOR beta-arrestin-1 -5.8%, Yfh1-depleted yeast inactive, HIV peptide binding 2.9%, AID2073 6%, Dengue-2 NS5 capping -6% and KOR beta-arrestin-2 12%.
Screening O=C(NC1CCCCC1)C1CCN(c2cnccn2)CC1 returned NOD1 NF-kB reporter 4%, West Nile virus CPE 0.5%, NOD2 inhibition 5%, KOR beta-arrestin-1 -1.9%, Yfh1-depleted yeast inactive, HIV peptide binding -0.1%, AID2073 -2%, Dengue-2 NS5 capping -4% and KOR beta-arrestin-2 15%.
Screening O=[N+]([O-])c1cccc(S(=O)(=O)NCc2ccncc2)c1 returned West Nile virus CPE -2.3%, KOR beta-arrestin-1 -1.9%, HIV peptide binding 2.7%, AID2073 4%, Dengue-2 NS5 capping -2% and KOR beta-arrestin-2 -43%.
Screening CC(=O)N=c1scc(-c2ccccc2)n1-c1cccc(O)c1 returned NOD1 NF-kB reporter 24%, West Nile virus CPE 1.4%, NOD2 inhibition -25%, KOR beta-arrestin-1 11%, HIV peptide binding -2.2%, AID2073 -2%, Dengue-2 NS5 capping 2% and KOR beta-arrestin-2 -11%.
`CCOc1ccc2nc(N3CCC(C(=O)N4CCN(c5ncccn5)CC4)CC3)sc2c1` gave NOD1 NF-kB reporter -6%, West Nile virus CPE -0.3%, NOD2 inhibition 0%, KOR beta-arrestin-1 -0.1%, Yfh1-depleted yeast inactive, HIV peptide binding -1.3%, AID2073 4%, Dengue-2 NS5 capping -4% and KOR beta-arrestin-2 21%.
COc1cccc(CNc2nc3nc(C)c(Cl)c(C)n3n2)c1 was read as NOD1 NF-kB reporter -52%, West Nile virus CPE -0.2%, NOD2 inhibition -53%, KOR beta-arrestin-1 1.0%, Yfh1-depleted yeast inactive, HIV peptide binding -0.5%, AID2073 2%, Dengue-2 NS5 capping 2% and KOR beta-arrestin-2 28%.

From PubChem BioAssay

Some of the compounds tested; the hit share may differ from the screen's.
